Source: PubChem BioAssay (National Center for Advancing Translational Sciences (NCATS))
HT1080NT lethal: kills 2HG-producing HT-1080-NT fibrosarcoma cells; 1.6% of 360,000 active; AID 686970; HT-1080-NT fibrosarcoma viability, CellTiter-Glo ATP luminescence, 48 h; Potency, µM (series often up to 46.1 µM), without a hit: top-dose activity, negative = less viability, actives largely listed as cytotoxic;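 also: NT is the 2HG producing partner of a matched IDH1 knockdown line; 0% = DMSO-treated cells and -100% = media-only wells without cells; nearly all actives have a fitted effect of over 55% in size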
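HT-1080-NT fibrosarcoma cells (2HG-overproducing), 750 cells/well in RPMI with 5% FBS, dosed after 2 h and incubated 48 h at 37C. CellTiter-Glo luminescence normalized to DMSO and no-cell wells; concentration-response curves fitted and classed.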
HT1080 IDH1KD tx: toxicity to HT-1080 IDH1 knockdown cells (counter line); AID 686971; HT-1080 IDH1 knockdown viability, ATP luminescence, 48 h; 2% of 360,000 active; Potency, µM (doses to about 46.1 µM), for inactives: at the top dose activity, negative = toxicity, actives largely listed as cytotoxic;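 also: 0% = DMSO wells and -100% = cell-free medium wells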
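Viability of IDH1-knockdown HT-1080 fibrosarcoma cells was assessed by CellTiter-Glo after 48 h at 37 °C with titrated compound; concentration-effect curves were classified by fit quality and response size.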
KB-3-1 tox: KB-3-1 parental cell cytotoxicity | Potency, µM (series often up to 46.1 µM), for the others: at the highest dose activity change, negative = cytotoxic, actives largely listed as cytotoxic | KB-3-1 viability, CellTiter-Glo ATP luminescence, 72 h | 1.4% of 400,000 active; also: % is scaled to controls: 0 for no effect and ±100 for the full control effect; nearly all actives have a fitted effect of over 60% in size
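Parental KB-3-1 adenocarcinoma cells in phenol-red-free DMEM with 10% FBS were pin-treated with compounds at several concentrations, incubated 72 h at 37 °C, and viability read by CellTiter-Glo luminescence; concentration-effect curves were fitted after normalization.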
TDP43 rescue: TDP-43 toxicity inhibition in yeast. Potency, µM (titrated, usually from 46.1 µM), for the others: at the highest dose growth rescue (activation), most hits filed as activators. 1.8% of 410,000 active. TDP-43 expressing yeast growth rescue, BacTiter-Glo, 24 h; also: % of control where 0% means no effect; nearly all actives have a fitted effect of over 50% in size
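Luminescence from BacTiter-Glo reports growth of TDP-43-expressing yeast after 24 hr at 30 deg C with compound. Cells were raffinose-pregrown to mid-log, then seeded in galactose medium at OD600=0.02.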
SW480 rerep: induces DNA re-replication in SW480 colon adenocarcinoma cells; SW480 DNA re-replication, Hoechst DNA content imaging, 48 h; Potency, µM (doses to about 46.1 µM), for inactives: at the highest dose re-replication activation, usual class: activators; 1.8% of 340,000 active; AID 624297; also: % of control where 0% means no effect; nearly all actives have a fitted effect of over 55% in size
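Compounds, transferred as 23 nL by pin tool, were incubated with cells for 48 hr; DNA content per nucleus was then quantified by Hoechst staining and fluorescence plate imaging.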
KB-V1 cytotox: kills drug-selected multidrug resistant KB-V1 cells. KB-V1 MDR cells viability, CellTiter-Glo, 72 h. Potency, µM (highest dose often 46.1 µM), for the others: top-dose activity change, negative = cytotoxicity, usual class: cytotoxic. 3.4% of 400,000 active. AID 1347076; also: % is scaled to controls: 0 for no effect and ±100 for the full control effect; nearly all actives have a fitted effect of over 60% in size
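qHTS viability screen in drug-selected KB-V1 MDR cells: 72 h compound treatment at 37 degrees C, ATP luminescence end point.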
GLP1R ag: GLP-1 receptor (human) agonism; P43220; HEK293 GLP-1R CRE-luciferase, luminescence, 4-6 h; cells express a hypersensitive GLP-1R form; Potency, µM (highest dose often 45.6 µM), inactives show at the top dose activation, most hits filed as activators; 0.007% of 380,000 active; AID 624172; also: % of control where 0% means no effect
Target sequence (P43220 whole entry, looked up): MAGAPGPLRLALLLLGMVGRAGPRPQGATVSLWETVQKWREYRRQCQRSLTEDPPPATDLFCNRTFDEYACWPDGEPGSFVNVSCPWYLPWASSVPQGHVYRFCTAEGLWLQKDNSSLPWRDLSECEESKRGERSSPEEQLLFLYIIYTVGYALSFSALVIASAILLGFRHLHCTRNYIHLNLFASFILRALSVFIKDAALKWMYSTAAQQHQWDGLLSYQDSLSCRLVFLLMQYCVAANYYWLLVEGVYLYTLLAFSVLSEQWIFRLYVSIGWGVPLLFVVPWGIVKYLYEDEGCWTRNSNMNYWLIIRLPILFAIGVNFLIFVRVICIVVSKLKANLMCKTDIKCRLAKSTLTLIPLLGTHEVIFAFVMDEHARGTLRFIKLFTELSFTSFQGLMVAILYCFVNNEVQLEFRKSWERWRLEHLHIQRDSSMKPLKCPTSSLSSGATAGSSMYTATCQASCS
GLP1R cytotox: cytotoxic in the GLP-1 receptor inverse agonist counter-screen; Potency, µM (top dose mostly 38.3 µM), inactives show at the top dose activity change, negative = inhibition, most hits filed as inhibitors; HEK293 cAMP-luciferase reporter cells, luminescence, 24 h; AID 624418; 0.13% of 410,000 active;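 also: loss of luciferase light is scored as toxicity; % is scaled to controls: 0 for no effect and ±100 for the full control effect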
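Quantitative HTS format, 1536 wells, 200 cells/uL seeded. Compounds: 23 nL, 24 h, 37 °C. Detection: luciferase reagent, luminescence at 12 min RT; decreased signal taken as cytotoxic.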
GLP-1R inv ag: acts as inverse agonist at human GLP-1 receptor; 1.6% of 410,000 active; Potency, µM (highest dose often 38.3 µM), inactives show top-dose activity change, negative = inhibition, hits mostly inhibitors; HEK293 GLP-1R CRE-luciferase, luminescence, 24 h; GLP-1R form is constitutively active; AID 624417; also: % is scaled to controls: 0 for no effect and ±100 for the full control effect; nearly all actives have a fitted effect of over 55% in size
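Inverse agonists were sought by their lowering of basal cAMP reporter luciferase output in HEK293 cells stably carrying constitutively active human GLP-1R, after 24 h compound treatment.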
Numbers without * were called inactive; & = joins results of further samples; [ ] = dose if it differs, or a comment. Calls follow the shape of the dose curve; as a rule, active = well fitted curve in the direction sought with a large enough effect; inconclusive = small, poorly fitted or top-dose-only effect, or another doubt; inactive = no such curve, though single readings can be large; an effect the other way counts as inactive or inconclusive. Potency is read from the fitted curve at half-maximal effect. The order is random; about 9.4% have a hit in one of these screens.

For CN(c1ccc(F)cc1)S(=O)(=O)c1ccc(Cl)c(C(=O)OCC(=O)NCc2ccco2)c1 the results were HT1080NT lethal 1%, HT1080 IDH1KD tx 2%, KB-3-1 tox 0%, TDP43 rescue -1%, SW480 rerep 0%, KB-V1 cytotox inconclusive, GLP1R ag -2%, GLP1R cytotox 1% and GLP-1R inv ag inconclusive.
Screening COC(=O)C1=C(C)N(Cc2ccc(OC)c(OC)c2)C(=O)C1 returned HT1080NT lethal 15%, HT1080 IDH1KD tx 9%, KB-3-1 tox 3%, TDP43 rescue 5%, SW480 rerep 3%, KB-V1 cytotox -3%, GLP1R ag 4%, GLP1R cytotox -4% and GLP-1R inv ag 12%.
O=c1c2ccccc2nc(SCc2cn3ccsc3n2)n1-c1ccc(F)cc1 was read as HT1080NT lethal inconclusive, HT1080 IDH1KD tx inconclusive, KB-3-1 tox inconclusive, TDP43 rescue -3%, SW480 rerep -8%, KB-V1 cytotox -17%, GLP1R ag 10%, GLP1R cytotox -22% and GLP-1R inv ag 4%.
`Cc1ccc(C2=NN(CC(=O)NCCN(C)C)C(=O)CC2)cc1` gave HT1080NT lethal 6%, HT1080 IDH1KD tx 9%, KB-3-1 tox -5%, TDP43 rescue 20%, SW480 rerep -2%, KB-V1 cytotox -1%, GLP1R ag 2%, GLP1R cytotox 9% and GLP-1R inv ag -1%.
Screening CNC(=O)/C(C#N)=C\c1ccc(CNS(=O)(=O)c2ccc(Cl)cc2)o1 returned HT1080NT lethal 13%, HT1080 IDH1KD tx -10%, KB-3-1 tox 0%, TDP43 rescue 22%, SW480 rerep 0%, KB-V1 cytotox 1%, GLP1R ag 2%, GLP1R cytotox 3% and GLP-1R inv ag 11%.
`O=C1c2ccccc2C(Nc2ccc3c(c2)OCCO3)N1c1ccc(Cl)cn1` (stereo not given) gave HT1080NT lethal -5%, HT1080 IDH1KD tx -4%, KB-3-1 tox 0%, TDP43 rescue 0%, SW480 rerep -2%, KB-V1 cytotox inconclusive, GLP1R ag 8%, GLP1R cytotox -29% and GLP-1R inv ag inconclusive.
CC(=O)c1ccc(CCCCCCCCCC(=O)O)s1 was read as HT1080NT lethal 0%, HT1080 IDH1KD tx 2%, KB-3-1 tox 2%, TDP43 rescue 28%, SW480 rerep -69%[inhibitor], KB-V1 cytotox 1%, GLP1R ag 1%, GLP1R cytotox 3% and GLP-1R inv ag -18%.
N#CCCN1CCN(CCC#N)c2ccccc21 was read as HT1080NT lethal 1%, HT1080 IDH1KD tx 2%, KB-3-1 tox inconclusive, TDP43 rescue -4%, SW480 rerep -1%, KB-V1 cytotox inconclusive, GLP1R ag 8%, GLP1R cytotox inconclusive and GLP-1R inv ag -16%.
Screening COc1ccccc1N1CCN(C(=O)C2CC2)CC1 returned HT1080NT lethal 17%, HT1080 IDH1KD tx 16%, KB-3-1 tox 7%, TDP43 rescue 4%, SW480 rerep 12%, KB-V1 cytotox 5%, GLP1R ag 9%, GLP1R cytotox 0% and GLP-1R inv ag 27%.
`O=c1cc(N2CCc3ccccc3C2)[nH]c(=O)n1-c1ccc(Br)cc1` gave HT1080NT lethal -2%, HT1080 IDH1KD tx 8%, KB-3-1 tox 1%, TDP43 rescue -16%, SW480 rerep -1%, KB-V1 cytotox -17%, GLP1R ag -15%, GLP1R cytotox 0% and GLP-1R inv ag 0%.
Screening O=C(O)c1ccc(NC(=S)NC(=O)c2cccc(COc3ccccc3)c2)cc1 returned HT1080NT lethal -3%, HT1080 IDH1KD tx -8%, KB-3-1 tox 6%, TDP43 rescue 20%, SW480 rerep -20%, KB-V1 cytotox 3%, GLP1R ag 5%, GLP1R cytotox 9% and GLP-1R inv ag -15%.
Screening Cc1ccc(CNC(=O)c2nccnc2C(=O)O)cc1 returned HT1080NT lethal 16%, HT1080 IDH1KD tx 18%, KB-3-1 tox 4%, TDP43 rescue -9%, SW480 rerep -7%, KB-V1 cytotox 5%, GLP1R ag 0%, GLP1R cytotox 4% and GLP-1R inv ag 29%.
For CCN(CC)S(=O)(=O)c1cc(NC(=O)COC(=O)C2CCC2)ccc1C the results were HT1080NT lethal 8%, HT1080 IDH1KD tx 3%, KB-3-1 tox 2%, TDP43 rescue 15%, SW480 rerep -13%, KB-V1 cytotox inconclusive, GLP1R ag -5%, GLP1R cytotox 3% and GLP-1R inv ag -5%.
C/C(=N\Nc1ccc(S(=O)(=O)N2CCCCC2)cn1)c1cccc(Br)c1 was read as HT1080NT lethal inconclusive, HT1080 IDH1KD tx inconclusive, KB-3-1 tox inconclusive, TDP43 rescue inconclusive, SW480 rerep inconclusive, KB-V1 cytotox -20%, GLP1R ag 2%, GLP1R cytotox 0% and GLP-1R inv ag inconclusive.
For Cc1ccc(NC(=O)CSc2nc(-c3ccco3)nc3cc(=O)[nH]n23)c(Cl)c1 the results were HT1080NT lethal inconclusive, HT1080 IDH1KD tx 0%, KB-3-1 tox inconclusive, TDP43 rescue -6%, SW480 rerep 25%, KB-V1 cytotox inconclusive, GLP1R ag -3%, GLP1R cytotox 1% and GLP-1R inv ag 60%[activator].
Screening COc1ccc(NC(=O)c2cc(S(=O)(=O)N3CCOCC3)cn2C)cc1Cl returned HT1080NT lethal -7%, HT1080 IDH1KD tx 11%, KB-3-1 tox -5%, TDP43 rescue 5%&-5%, SW480 rerep 0%, KB-V1 cytotox 27%, GLP1R ag 1%, GLP1R cytotox 2%&8% and GLP-1R inv ag 5%&-4%.
`CCc1ccc(-c2csc(NC(=O)C3CC(=O)N(c4ccc5c(c4)OCCO5)C3)n2)cc1` (stereo not given) gave HT1080NT lethal inconclusive, HT1080 IDH1KD tx inconclusive, KB-3-1 tox inconclusive, TDP43 rescue -6%, SW480 rerep inconclusive, KB-V1 cytotox 0%, GLP1R ag -1%, GLP1R cytotox inconclusive and GLP-1R inv ag inconclusive.
CC1(c2ccccc2)NC(=O)N(CC(=O)Nc2nnc(C3CC3)s2)C1=O (stereo not given) was read as HT1080NT lethal -2%, HT1080 IDH1KD tx -2%, TDP43 rescue 3%, SW480 rerep -3%, GLP1R ag -2%, GLP1R cytotox -2% and GLP-1R inv ag 4%.
`COc1cc(CN2CCC(C(=O)NCCC(C)C)CC2)ccc1OCc1ccccc1` gave HT1080NT lethal -10%, HT1080 IDH1KD tx -19%, KB-3-1 tox inconclusive, TDP43 rescue 2%, SW480 rerep inconclusive, KB-V1 cytotox -6%, GLP1R ag 11%, GLP1R cytotox -32% and GLP-1R inv ag inconclusive.
Cc1cc(N2CCN(C)CC2)nc2ccc(NC(=O)Nc3cccc(Cl)c3)cc12 was read as KB-3-1 tox -29%, TDP43 rescue 16%, KB-V1 cytotox -7%, GLP1R cytotox inconclusive and GLP-1R inv ag 10µM*.
Screening C/C(=N/NC(=O)c1ccoc1C)c1ccc(NC(=O)C2CCCC2)cc1 returned HT1080NT lethal -13%, HT1080 IDH1KD tx -3%, KB-3-1 tox -11%, TDP43 rescue -13%, SW480 rerep -692%[inhibitor], KB-V1 cytotox inconclusive, GLP1R ag 6%, GLP1R cytotox 5% and GLP-1R inv ag -14%.
For CCc1nc(N2CCN(C(=O)c3ccccc3)CC2)c2c3c(sc2n1)CCCC3 the results were HT1080NT lethal inconclusive, HT1080 IDH1KD tx inconclusive, KB-3-1 tox inconclusive, TDP43 rescue 7%[9.22 µM], SW480 rerep 0%, KB-V1 cytotox inconclusive, GLP1R ag 14%, GLP1R cytotox -24% and GLP-1R inv ag inconclusive.
For Cc1noc(NC(=O)c2c(-c3c(Cl)cccc3Cl)noc2C)c1[N+](=O)[O-] the results were HT1080NT lethal -11%, HT1080 IDH1KD tx -7%, KB-3-1 tox 0%, TDP43 rescue 12%, SW480 rerep 19%, KB-V1 cytotox 0%, GLP1R ag 7%, GLP1R cytotox -5% and GLP-1R inv ag -28%.
For Cc1ccccc1NC(=O)Cc1nnc(SCC(=O)NC2CCCC2)n1C the results were HT1080NT lethal 0%, HT1080 IDH1KD tx -1%, KB-3-1 tox 3%, TDP43 rescue -6%, SW480 rerep -9%, KB-V1 cytotox -6%, GLP1R ag 1%, GLP1R cytotox 0% and GLP-1R inv ag 17%.
COc1ccc(C(=O)Nc2ccc(/C(C)=N/NC(=O)c3ccccc3O)cc2)cc1OC was read as HT1080NT lethal 1%, HT1080 IDH1KD tx -3%, KB-3-1 tox -7%, TDP43 rescue 12%, SW480 rerep 11%, KB-V1 cytotox 5%, GLP1R ag 0%, GLP1R cytotox 14% and GLP-1R inv ag 6%.
CCn1c2ccc(CC(=O)O)cc2c2cc(CC(=O)O)ccc21 was read as HT1080NT lethal 6%, HT1080 IDH1KD tx 0%, KB-3-1 tox 0%, TDP43 rescue -1%, SW480 rerep -2%, KB-V1 cytotox -1%, GLP1R ag 6%, GLP1R cytotox 13% and GLP-1R inv ag 9%.
Screening O=C(O)c1ccc(NCCc2ccc(Cl)cc2)c([N+](=O)[O-])c1 returned HT1080NT lethal -13%, HT1080 IDH1KD tx -8%, KB-3-1 tox 1%, TDP43 rescue -19%[0.397 µM], SW480 rerep -2%, KB-V1 cytotox inconclusive, GLP1R ag 2%, GLP1R cytotox -16% and GLP-1R inv ag -13%.

3 compounds out of the list, ordered by molar mass, rising:
CCn1c2ccc(CC(=O)O)cc2c2cc(CC(=O)O)ccc21 was read as HT1080NT lethal 6%, HT1080 IDH1KD tx 0%, KB-3-1 tox 0%, TDP43 rescue -1%, SW480 rerep -2%, KB-V1 cytotox -1%, GLP1R ag 6%, GLP1R cytotox 13% and GLP-1R inv ag 9%.
For Cc1ccccc1NC(=O)Cc1nnc(SCC(=O)NC2CCCC2)n1C the results were HT1080NT lethal 0%, HT1080 IDH1KD tx -1%, KB-3-1 tox 3%, TDP43 rescue -6%, SW480 rerep -9%, KB-V1 cytotox -6%, GLP1R ag 1%, GLP1R cytotox 0% and GLP-1R inv ag 17%.
COc1ccc(C(=O)Nc2ccc(/C(C)=N/NC(=O)c3ccccc3O)cc2)cc1OC was read as HT1080NT lethal 1%, HT1080 IDH1KD tx -3%, KB-3-1 tox -7%, TDP43 rescue 12%, SW480 rerep 11%, KB-V1 cytotox 5%, GLP1R ag 0%, GLP1R cytotox 14% and GLP-1R inv ag 6%.
